DAX1 inh-1 – DAX1 (NR0B1) inhibition, primary screen; HEK293T StAR-luciferase reporter, SF-1/DAX-1 repression relief; inhibition, % at 6.8 µM; 370,000 tested, 1.1% active; AID 652010;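 active means inhibition above the mean over all tested compounds plus 3 SD, cut at about 3.6% in these data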;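 further: 0% = DAX-1 cells with DMSO and 100% = cells lacking DAX-1 with DMSO; higher inhibition means more luminescence from relief of DAX-1 repression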
GC-A act – GC-A (human) enzyme activation; P16066; HEK293 GC-A cells, cGMP TR-FRET, EC30 ANP; 0% at EC30 ANP, 100% saturating ANP; activation, % at 10 µM; 370,000 tested, 0.14% active; AID 1671463; in the data active means activation above about 40%
Target sequence (P16066 whole entry, looked up): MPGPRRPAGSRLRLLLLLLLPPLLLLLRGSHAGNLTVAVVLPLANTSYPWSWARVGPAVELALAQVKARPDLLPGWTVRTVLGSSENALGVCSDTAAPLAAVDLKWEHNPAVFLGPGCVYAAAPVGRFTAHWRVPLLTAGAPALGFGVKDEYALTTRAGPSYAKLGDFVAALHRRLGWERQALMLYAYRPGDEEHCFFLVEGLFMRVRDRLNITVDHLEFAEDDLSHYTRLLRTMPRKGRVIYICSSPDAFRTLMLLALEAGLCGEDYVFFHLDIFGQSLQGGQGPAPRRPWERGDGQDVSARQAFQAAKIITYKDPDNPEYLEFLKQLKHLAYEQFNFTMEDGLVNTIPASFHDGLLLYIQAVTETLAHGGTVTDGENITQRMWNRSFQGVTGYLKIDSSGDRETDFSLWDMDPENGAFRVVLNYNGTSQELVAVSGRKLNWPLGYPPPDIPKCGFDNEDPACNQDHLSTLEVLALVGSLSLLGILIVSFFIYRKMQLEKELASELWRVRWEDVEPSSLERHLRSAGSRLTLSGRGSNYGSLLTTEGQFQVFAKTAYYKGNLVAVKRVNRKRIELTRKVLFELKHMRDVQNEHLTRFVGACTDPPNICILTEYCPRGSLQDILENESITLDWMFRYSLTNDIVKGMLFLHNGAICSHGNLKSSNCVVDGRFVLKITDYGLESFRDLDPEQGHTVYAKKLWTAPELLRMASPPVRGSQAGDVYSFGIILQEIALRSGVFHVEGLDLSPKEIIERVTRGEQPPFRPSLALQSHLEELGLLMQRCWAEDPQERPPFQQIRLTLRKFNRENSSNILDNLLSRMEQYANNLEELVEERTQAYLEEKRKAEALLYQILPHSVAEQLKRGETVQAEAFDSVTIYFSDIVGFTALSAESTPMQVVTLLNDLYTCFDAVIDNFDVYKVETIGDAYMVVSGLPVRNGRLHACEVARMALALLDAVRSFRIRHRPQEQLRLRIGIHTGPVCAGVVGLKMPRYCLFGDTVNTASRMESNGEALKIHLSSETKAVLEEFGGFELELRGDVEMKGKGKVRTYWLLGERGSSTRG
DAX1 inh-2 – NR0B1 (DAX1) inhibition; P51843; HEK293 Gal4-DAX1 luciferase reporter, luminescence; inhibition, % at 6.75 µM; 340,000 tested, 0.99% active; AID 504766;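 active means inhibition above the mean over all tested compounds plus 3 SD, cut at about 4.2% in these data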;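 further: 0% = DAX1-transfected cells with DMSO and 100% = empty-vector control cells with DMSO; inhibition shows as a rise in luminescence from relieved DAX1 repression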
hgDAF12 agonist – hgDAF-12 agonism, primary luciferase screen; 370,000 tested, 1.8% active; HEK293 GAL4-hgDAF12 UAS-luciferase reporter, agonist luminescence; normalized to butyrate control; activation, % at 6.8 µM;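 active means activation above a cutoff set at the mean of all screened compounds plus 3 SD, cut at about 10% in these data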;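 further: 0% = DMSO wells and 100% = sodium butyrate wells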
proKLK7 act – activators of human kallikrein-7 zymogen. P49862. purified proKLK7, EDANS-DABCYL substrate fluorescence; 100% is mature enzyme control, 0% vehicle. activation, % at 7 µM. 370,000 tested, 0.9% active. AID 652039;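 active means activation above the mean of all tested compounds plus 3 SD, computed per campaign excluding outliers beyond control limits, cut at about 13% in these data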
sPLA2-III inh – Blocks human group III sPLA2 activity; QFRET BODIPY PC-A2 liposome hydrolysis, fluorescence; inhibition, % at 12.2 µM; 370,000 tested, 0.56% active; AID 743126;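 active means inhibition above mean plus 3 SD of compounds lying within the high and low control bounds, cut at about 19% in these data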;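 further: 0% = median of test compound wells and 100% = no enzyme DMSO wells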
ssDAF12 agonist – activates DAF-12 receptor from parasite S. stercoralis; 370,000 tested, 1% active; HEK293 ssDAF-12/GRIP1 lit1-tk-luc reporter, luminescence; % of 3 µM dafachronic acid response; activation, % at 6.8 µM;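 active means activation above the mean over all tested compounds plus 3 SD, cut at about 0.9% in these data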;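 further: 0% = DMSO-only wells and 100% = 3 µM delta7-dafachronic acid wells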
GC-B act – GC-B (human) receptor activation; HEK293-GC-B cells, CNP EC30, cGMP TR-FRET; 0% at EC30 CNP, 100% saturating CNP; activation, % at 10 µM; 370,000 tested, 0.11% active; P20594;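 active means activation at 10 µM reaching about 35% in either raw or pattern-adjusted values, limit read from the data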
hcDAF-12 act – activates DAF-12 receptor from parasite H. contortus | HEK293 hcDAF-12 lit1-tk-luc reporter, luminescence; 0% DMSO, 100% Δ7-dafachronic acid | 370,000 tested, 1.4% active | activation, % at 6.8 µM;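 active means activation above the mean of all tested compounds plus 3 SD, cut at about 5.5% in these data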;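 further: 100% = response to 3 µM Δ7-dafachronic acid high control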
FXN GAA850 act – increases GAA850 frataxin promoter reporter activity; HEK293 lucGAA850 FXN promoter luciferase reporter, 24 h; percent of 10 µM SAHA response; AID 540364; 360,000 tested, 0.56% active; activation, % at 6 µM;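 active means activation above the average of all compounds screened plus 3 SD, cutoff fixed separately per campaign, cut at about 7.5% in these data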;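 further: 0% = DMSO wells and 100% = 10 µM SAHA wells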
SMARCA2 activ – SMARCA2 function activation, primary screen. MG213 cells, MMTV-luciferase reporter, dexamethasone, overnight. activation, % at 9.1 µM. 370,000 tested, 1% active; in the data active means activation above about 7.8%;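 further: 0% = vehicle wells and 100% = reference activator wells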
The depositor's hits bear a star; . = no result given.

SMILES	DAX1 inh-1	GC-A act	DAX1 inh-2	hgDAF12 agonist	proKLK7 act	sPLA2-III inh	ssDAF12 agonist	GC-B act	hcDAF-12 act	FXN GAA850 act	SMARCA2 activ
CCC(C(=O)OCC(=O)N1C(C)CCCC1C)c1ccccc1 (stereo unspecified)	0.6	-2	0.5	-2.0	-0.6	2	-1.6	2	0.9	0.5	3
CCOC(=O)CSc1c(-c2cccs2)[nH]c2ccccc12	-0.9	5	0.1	-4.2	0.0	-3	-0.2	-2	4.2	1.3	-3
CCCCc1ccc(NC(=O)CC(C)C)cc1	1.2	-1	0.8	8.0	0.0	-3	-1.1	0	0.6	3.4	9.7*
O=C(Cn1cc2c(n1)CCCC2)NC1CCCCCC1	0.3	2	0.9	-1.4	-0.4	7	-1.1	1	0.5	2.4	6
CC12CCC(C(=O)Nc3ccccc3Cl)(C(Br)C1=O)C2(C)C (stereo unspecified)	-1.0	0	-0.6	-0.9	-0.2	12	-1.0	4	-2.2	1.0	-3
Cc1ccccc1NC(=O)C(C)n1c2ccccc2c2nc(=O)cc(C)n21 (stereo unspecified)	-0.7	-12	0.3	-3.3	-0.3	11	-0.4	2	1.4	-2.1	-1
CN(CC(=O)N1CCCCC1)S(=O)(=O)c1cccc2nsnc12	1.4	2	0.4	-0.1	-0.6	3	-1.5	1	-0.9	1.3	-3
COc1cc(NC(=O)CN(C)S(=O)(=O)c2ccc(C)cc2)cc(OC)c1	0.4	-1	-1.2	-1.4	-0.3	-11	-0.7	-3	-1.3	-1.6	2
Cc1cc([N+](=O)[O-])ccc1NC(=O)COc1nsnc1N1CCOCC1	-0.4	-3	1.4	0.8	0.1	-2	-1.0	-1	-0.6	0.1	-4
Nn1c(SCC(=O)Nc2ccc3c(c2)OCCO3)nnc1-c1ccncc1	-0.5	2	-0.3	-2.6	-1.4	2	-0.7	3	0.0	1.2	-3
O=C(Cn1c(NCCCCl)nc2ccccc21)c1ccccc1	0.2	1	0.2	1.8	0.2	3	-0.8	-2	-2.0	-1.0	2
Cc1c(NC(=O)CN2CCN(C(c3ccccc3)c3ccccc3)CC2)c(=O)n(-c2ccccc2)n1C	0.3	2	-0.7	0.5	-0.4	3	-1.6	6	-1.4	3.1	-3
CCOc1ccc(N(C)S(=O)(=O)c2ccc3[nH]cc(C(=O)NCC4CCCO4)c(=O)c3c2)cc1 (stereo unspecified)	-0.3	-2	0.6	-3.0	-0.5	0	-0.7	-2	-0.9	-2.2	3
CCc1ccccc1NC(=O)CCN1C(=O)C2C3CCC(C3)C2C1=O (stereo unspecified)	0.0	-5	1.7	1.6	-0.5	1	-0.3	0	-1.2	0.7	1
Cc1nc2cc(NCc3ccccc3O)ccc2n1Cc1ccccc1	0.1	7	0.4	3.5	0.3	5	-1.1	2	0.0	1.3	0

Full records from above. Screens in order: DAX1 inh-1	GC-A act	DAX1 inh-2	hgDAF12 agonist	proKLK7 act	sPLA2-III inh	ssDAF12 agonist	GC-B act	hcDAF-12 act	FXN GAA850 act	SMARCA2 activ
`Nn1c(SCC(=O)Nc2ccc3c(c2)OCCO3)nnc1-c1ccncc1` is entered as -0.5	2	-0.3	-2.6	-1.4	2	-0.7	3	0.0	1.2	-3
`Cc1ccccc1NC(=O)C(C)n1c2ccccc2c2nc(=O)cc(C)n21` (stereo unspecified) is entered as -0.7	-12	0.3	-3.3	-0.3	11	-0.4	2	1.4	-2.1	-1
`Cc1nc2cc(NCc3ccccc3O)ccc2n1Cc1ccccc1` is entered as 0.1	7	0.4	3.5	0.3	5	-1.1	2	0.0	1.3	0
`Cc1c(NC(=O)CN2CCN(C(c3ccccc3)c3ccccc3)CC2)c(=O)n(-c2ccccc2)n1C` is entered as 0.3	2	-0.7	0.5	-0.4	3	-1.6	6	-1.4	3.1	-3

Later entries
SMILES	DAX1 inh-1	GC-A act	DAX1 inh-2	hgDAF12 agonist	proKLK7 act	sPLA2-III inh	ssDAF12 agonist	GC-B act	hcDAF-12 act	FXN GAA850 act	SMARCA2 activ
CC(=O)Nc1ccc(SCC(=O)NCCc2ccc(F)cc2)cc1	0.2	7	-0.4	-1.0	0.5	10	-0.8	6	-0.1	-0.3	-1
Cc1cc(C)c(C2C(C#N)=C(N)Oc3n[nH]c(C)c32)cc1CN1CCCC1 (stereo unspecified)	-0.8	.	0.5	2.6	0.1	1	-0.9	.	0.2	-2.1	7.9*
Cc1nn(-c2ccccc2)c(C)c1C1C(C#N)=C(N)Oc2n[nH]c(C)c21 (stereo unspecified)	-0.6	-5	0.2	-2.6	0.3	7	-0.9	3	-2.5	-1.7	-6
CC(=O)c1ccc(NC(=O)CNCC(c2ccccc2)N(C)C)cc1 (stereo unspecified)	-0.4	0	0.3	-1.4	-0.5	-2	-1.6	0	-1.3	-0.1	0
Cc1c(O)ccc(/C=N/Nc2ncccc2[N+](=O)[O-])c1O	1.0	-9	-0.3	9.9	-0.1	12	1.2*	0	7.5*	0.5	3
COC(=O)Cn1cc(/C=C/c2cc[n+](C)cc2)c2ccccc21	0.1	-10	1.5	0.9	0.7	-16	-1.4	0	0.4	1.0	-1
COc1ccc(OC)c(/C=C/C(=O)OCC(=O)N2C(C)CCCC2C)c1 (stereo unspecified)	0.3	6	-1.6	0.0	13*	5	-1.1	5	-1.5	0.7	1
O=S(=O)(Nc1ncccn1)c1ccc(NC(=S)Nc2ccc(Cl)cc2)cc1	0.6	6	0.7	-1.6	-0.9	-3	-1.5	-1	-1.4	2.1	4
O=C(c1nc2ccc(Cl)cn2c1CNCCc1cnccn1)N1CCCCCCC1	0.3	0	-0.1	0.7	-0.1	-1	-0.6	5	1.1	-0.5	2
CSc1ccccc1C(=O)OCC(=O)NC1CCCCCCC1	0.7	-4	0.0	2.9	0.5	-3	-1.2	-9	0.0	-0.2	0
CCOC(=O)CSc1nnc(CNc2cccc(Cl)c2)n1C	-0.3	0	0.8	-1.1	-0.5	7	-1.0	0	-0.6	0.7	3
O=C(O)c1cccc(S(=O)(=O)Nc2ccc3c(c2)CCC3)c1	-0.2	3	-0.5	-1.9	0.4	-8	-1.5	2	-0.3	0.9	-2
O=C1/C(=C/c2ccccn2)SC(=S)N1CCc1ccccc1	0.6	0	0.1	-2.5	0.2	8	-1.1	2	0.6	0.9	-3
Cc1ccsc1CNC12CC3CC(CC(C3)C1)C2	-1.2	1	0.3	-2.3	0.0	1	-1.6	3	-1.2	-2.8	0
COC(=O)Cc1csc(Nc2ccc(F)c(Cl)c2)n1	-0.3	1	0.1	1.7	0.3	-7	-1.8	-4	-1.4	0.6	-1
O=C(Nc1nc2ccccc2n1Cc1ccccc1)c1ccc(COc2ccccc2[N+](=O)[O-])o1	0.1	3	0.1	1.5	0.3	-2	-0.5	6	-0.2	2.1	-2
COc1cc(CNc2cccc3[nH]c(C(F)(F)F)nc23)cc(OC)c1	0.1	10	0.0	-3.5	-0.9	5	-1.5	-2	-2.4	-1.6	-4
COc1ccc([N+](=O)[O-])cc1/C=N/Nc1nn[nH]n1	-0.4	-2	-0.4	0.0	0.2	-3	-1.2	7	-1.3	3.5	-3
CCn1c(C(=O)N2CCC(C(=O)NCCCSC3CCCCC3)CC2)cc2sccc21	0.0	-1	0.1	-0.3	0.4	-8	-1.4	-1	-0.8	-1.7	0
O=C(Nc1ccc(O)c2c(=O)cc(-c3ccccc3Cl)oc12)c1cccs1	-0.1	1	0.3	2.0	-0.2	4	-1.0	-6	-0.7	2.3	3
O=C(CN1C(=O)c2cccnc2Oc2ccc(Cl)cc21)N1CCCCCC1	1.3	-11	0.4	-0.1	-0.8	0	-1.6	-6	-0.3	0.7	-2
COc1ccccc1CNC(=O)c1ccc2ccccc2n1	0.1	-4	-1.2	1.2	0.1	-18	-0.5	-3	2.3	-0.4	-2
Cn1c(CC(=O)Nc2ccccc2F)nnc1SCC(=O)NC1=NCCS1	0.0	0	-0.4	0.8	0.3	-3	-0.9	-1	1.2	1.2	0
COc1ccc2[nH]c(=O)c(CN(C(=O)c3ccccn3)C3CCCCC3)cc2c1	0.6	-16	0.8	1.2	-0.2	-5	-1.0	-10	2.7	-1.0	4
COc1ccc(-c2csc(NC(=O)CSc3nc4ccccc4c(=O)[nH]3)n2)cc1	0.6	3	3.1	2.9	0.0	-54	0.4	-2	0.4	4.5	0
Cc1sc2ncnc(N3CCC(C(=O)Nc4ccc(Cl)c(Cl)c4)CC3)c2c1C	-1.6	-3	-0.8	-3.2	1.1	7	-1.4	-1	-0.8	-2.0	-3
CCN(CCn1cccn1)Cc1c(C(=O)N2C[C@@H](C)O[C@@H](C)C2)nc2ccc(Cl)cn12	0.4	-1	-0.4	-1.1	-0.3	-2	-1.0	3	-0.3	4.2	-2
CC1(C)C/C(=N\O)c2cc3c(nc2C1)CCCC3	-0.5	-1	0.0	0.2	-0.1	-1	-0.8	2	-1.5	0.7	-2
Cc1noc(C)c1S(=O)(=O)NC(=O)C1(C)CCN1C(=O)CC(c1ccccc1)c1ccccc1 (stereo unspecified)	0.6	-3	.	0.9	-0.2	-5	-0.9	-2	-0.6	2.2	-1
CN(Cc1ccccc1)c1ncnc(N)c1[N+](=O)[O-]	-0.2	7	-0.7	3.3	0.2	1	-0.9	-5	-2.6	3.8	-2
O=C1CC(O)(c2ccccc2)C(c2ccccc2)=C1c1ccccc1 (stereo unspecified)	-0.1	-3	1.8	-3.5	0.8	-14	-1.0	-22	-0.8	-1.0	-3
COc1ccc(NS(=O)(=O)CC23CCC(CC2=O)C3(C)C)cc1 (stereo unspecified)	0.9	2	0.2	-2.8	0.0	3	-1.0	1	0.3	-0.8	0
CC(=O)Nc1cc(-c2cccc(C(=O)N(C)C)c2)cn2c(-c3ccc(C(C)=O)cc3)cnc12	-2.2	5	.	-3.6	-5.0	-3	-1.3	10	-1.1	-0.2	0
CC(C)CNC(=O)COC(=O)Cc1ccc(Cl)cc1	2.3	1	0.3	-0.5	0.2	6	-1.6	7	1.3	1.8	-2
COc1cc(C2C(C(=O)c3ccc(C)o3)=C(O)C(=O)N2c2cc(C)on2)cc(OC)c1OC (stereo unspecified)	-0.3	3	-0.2	1.1	-0.4	-4	-1.2	-3	0.4	-0.4	-4
O=C(Cc1ccccc1)n1nc(-c2ccco2)nc1SCc1ccccc1	0.7	0	0.3	3.0	0.3	-6	-0.5	1	-0.3	1.0	6
Cc1cc(C)c(NC(=O)CCCN2CCOCC2)c(C)c1	-0.5	-1	0.8	0.0	0.1	2	-1.4	0	-2.3	1.8	-2
COc1ccc(NC2CC(=O)N(CCc3ccccc3)C2=O)cc1 (stereo unspecified)	-0.3	0	0.5	1.3	0.1	2	-1.4	-9	-2.2	0.0	3
CCCn1c(=O)c2ccccc2n2c(SCCNCCO)nnc12	0.3	4	0.0	1.7	-0.1	0	-1.4	-4	-1.4	1.9	-1
CCOc1cc(C)c(C(C)C)cc1S(=O)(=O)n1ccc(C)n1	-0.7	-2	-0.1	1.9	-0.1	-5	-1.0	-2	-1.6	-0.2	1
COc1ccc(CCC2(C)OCC(CCCCO)O2)cc1 (stereo unspecified)	-0.4	1	-0.1	-2.5	0.2	7	-0.6	1	-0.6	1.2	-1
CC1(c2nnc(-c3cccc(Cl)c3)o2)CC(c2cccc(Cl)c2)=NO1 (stereo unspecified)	-0.9	1	-0.6	-0.8	1.0	-7	-1.2	2	-0.3	2.4	0

Bioassay records (PubChem BioAssay)

The order is random; overall some 6.7% were active at least once.
